Dynein cargo inh: blocks dynein driven cargo transport along microtubules; 3617.4 mouse cells, GR-EGFP nuclear translocation imaging; test concentration mostly 20 µM; stimulated with dexamethasone, 1 µM; active compounds read low; z-score, hits read low; 220,000 tested, 0.47% active; AID 1381;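 active = plate z-score of nuclear minus cytoplasmic receptor signal below a set negative limit, without overly bright fluorescence or cell loss, cut at about -3.5 in these data, passing the limit was not always enough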;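 also: z-score of nuclear minus cytoplasmic ring GR-EGFP intensity difference per well; some compounds called inactive have numbers as strong as hits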
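Also added: dexamethasone, 1.0 µM final. Medium: tet-free, stripped-serum medium. Detection: fixed, Hoechst-stained cells imaged at 10x for EGFP. Read-out: nuclear-to-cytoplasmic GR-EGFP distribution per well. Times: induction 48 h, compound 1 h, agonist 30 min.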
TNAP activation fold: stimulation of alkaline phosphatase TNAP activity – biochemical, luminescent, no phosphate acceptor, uHTS, primary screen (AID 1001). purified TNAP, luminescent activation assay, no phosphate acceptor; higher activation fold means a stronger effect. one-dose activation fold at 20 µM; EC50 in µM for titrated hits. 200,000 tested, 0.03% active; in the data active = activation fold from about 3, or a potency from the dose series; inactive = the rest, 99 in 100 with activation fold below about 1.6; also: many of its hits are not listed in these tables
Myeloid diff MLP: compounds promoting myeloid differentiation. ER-HoxA9 myeloid progenitors, lysozyme-GFP differentiation, flow cytometry. calls only at 10 µM. 360,000 tested, 1% active. AID 624256;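 active = normalized GFP-positive differentiation at or above the plate's own cutoff, the solvent-only control mean plus 3 SD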;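 also: cells exposed to compound for four days before flow analysis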
T cell HTS: T cell immune modulation candidate; 2C CD8+ T cell-vesicle binding, flow cytometry; active compounds read low; calls only at 7 µM; 330,000 tested, 0.068% active;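 active = response, share of CD8 T cells binding vesicles, and their 90th percentile fluorescence all below set limits, cut at about 80% in these data, passing the limit was not always enough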
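System: murine 2C transgenic CD8+ T lymphocytes; also added: QL9-loaded Drosophila micro-vesicles; times: binding 1.5 h at 37 °C; measured by: flow cytometry, PE anti-B7-1 (FL2) versus Alexa647 anti-CD8 (FL8), PFA-fixed; control set: Peptide-free naked vesicles (low) and QL9 vesicles with 0.7% DMSO vehicle (high)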
PMI inhibitors: inhibitors of human PMI, primary screen, biochemical, fluorescence intensity, coupled assay (AID 1209); 190,000 tested, 0.42% active; inhibition, % at 20 µM, or IC50 in µM where a hit was titrated; purified PMI enzyme, coupled fluorescence intensity; higher % means a stronger effect; in the data active = inhibition above about 50%;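 also: plate controls were DMSO vehicle for no effect and wells lacking substrate for full effect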
MT stabilizer: microtubule stabilization, imaging screen. % tubulin-high responders, % at 10 µM. AID 2205. 200,000 tested, 0.83% active. HeLa tubulin immunostaining HCS, 24 h; share of cells brighter than vehicle mean+2SD;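 active = plate Z-score above 3 for both tubulin-high and condensed-nucleus cell shares, with cell loss under 80%, at 10 µM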;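 also: anti alpha tubulin signal scored within the nucleus-defined area of each cell; some results filed as inactive read as strong as hits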
Ins promoter up: MIN6 insulin promoter up-regulation. MIN6 insulin promoter-GFP reporter, high-content imaging; active compounds read high. z-score at 5 µM. 190,000 tested, 0.3% active;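 active = z-score above 3 at 5 µM with at least 500 cells counted in the well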
b-catenin transl: beta-catenin nuclear translocation modulation. HeLa beta-catenin nuclear translocation, immunofluorescence imaging. nuclear translocation activity, % at 5 µM. 190,000 tested, 0.3% active. AID 1665;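 active = nuclear translocation activity above 50% at 5 µM, with a well cell count of 50 or more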;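 also: per-cell ratio of nuclear to cytoplasmic median beta-catenin stain intensity; plate controls were DMSO negative control for no effect and GSK-3 inhibitor IX positive control for full effect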
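Signal – beta-catenin immunofluorescence imaging with DAPI · Test system – human HeLa cell line · Dosing – 5 µM primary single dose, 0.1% DMSO, 0.02–20 µM confirmation series · Measure – % activation, nuclear-to-cytoplasmic median beta-catenin signal ratio per cell · Incubation – 24 h compound exposure at 37°C, 5% CO2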
Hep lipid drop: modulators of hepatic lipid droplet formation | AML12 mouse hepatocytes, oleate lipid droplets, BODIPY imaging | inhibition, % at 6.5 µM | 240,000 tested, 0.4% active | AID 1656;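 active = lipid droplet intensity inhibited by at least 50%, with more than 500 cells counted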
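Material: mouse AML12 hepatocyte cell line, fixed after treatment; Timing: compound with oleate, overnight; Technique: high-content imaging of BODIPY-stained droplets and DAPI nuclei; Probe or stimulus: oleate, 100 µM final; Dosing: compound at 6.5 µM only.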
Dynein cargo inh cytoplasmic EGFP: further read-out of Dynein cargo inh, marked with its call; z-score; measured here: cytoplasmic GR-EGFP intensity; active compounds read high
Dynein cargo inh nuclear GR-EGFP: second read-out of Dynein cargo inh, no call of its own (marks repeat the call); z-score; measured here: nuclear GR-EGFP intensity;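 lower value marks the stronger effect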
Dynein cargo inh cell count: further read-out of Dynein cargo inh, marked with its call; z-score; measured here: cell count per field
Ins promoter up cell count: also measured in Ins promoter up; calls as there; cell count; measured here: cytotoxicity, nuclei count;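 total cells summed across four imaged fields per well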
Hep lipid drop cells 6.5 µM: also measured in Hep lipid drop; calls as there; cell count; measured here: cell count, cytotoxicity flag;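 cells counted across two imaged fields per well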
b-catenin transl cell count 5 µM: second read-out of b-catenin transl, no call of its own (marks repeat the call); cell count; measured here: cell count, cytotoxicity flag
T cell HTS vesicle-bound %: second read-out of T cell HTS, no call of its own (marks repeat the call); double positive events, %; measured here: CD8+ vesicle-bound cell fraction;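 binding gate set so that unloaded-vesicle control wells show 10% double positive cells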
MT stabilizer Hoechst-high %: recorded beside MT stabilizer, whose call it bears; % Hoechst-high responders; measured here: nuclear condensation Hoechst responders;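 share of cells brighter than vehicle mean plus two SD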
MT stabilizer cytotoxicity %: recorded beside MT stabilizer, whose call it bears; toxicity, %; measured here: cytotoxicity by cell density;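 0% = mean cell density of plate MIN control wells and 100% = no cells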
Myeloid diff MLP GFP+ MAC1+ %: recorded beside Myeloid diff MLP, whose call it bears; GFP+ MAC1+ double positive, %; measured here: differentiation confirmed by MAC1 staining
The depositor's hits bear a star; i = inactive; . = no result given.

compound	Dynein cargo inh	Dynein cargo inh cytoplasmic EGFP	Dynein cargo inh nuclear GR-EGFP	Dynein cargo inh cell count	TNAP activation fold	Myeloid diff MLP	Myeloid diff MLP GFP+ MAC1+ %	T cell HTS	T cell HTS vesicle-bound %	PMI inhibitors	MT stabilizer	MT stabilizer Hoechst-high %	MT stabilizer cytotoxicity %	Ins promoter up	Ins promoter up cell count	b-catenin transl	b-catenin transl cell count 5 µM	Hep lipid drop	Hep lipid drop cells 6.5 µM
COc1cc(NS(=O)(=O)c2ccc(N/C=C(\C=O)c3nc4ccccc4o3)cc2)nc(OC)n1	0.0085	-0.193	0.207	0.134	1.2	i	2.8	i	6.3	-7.1%	3.5	2.1	3.9	-0.29	1526	-1.8	1106	-7.9	594
COc1ccc2cc(C(=O)NCCO)sc(=O)c2c1OC	-0.678	-0.165	-0.116	-0.595	1.1	i	0.9	i	24.4	0.4%	2.1	2.1	4.1	.	.	0.6	503	-5.6	738
Cc1ccc(N2C(=O)CC(N3CCN(c4ccccn4)CC3)C2=O)cc1 (stereo not drawn)	-0.609	-0.335	-0.177	1.15	1.1	i	0.5	i	59.8	6.7%	2.1	2.0	11.3	-0.12	1301	0.0	1570	2.1	731
COc1ccc(C(OC(=O)c2ccco2)C(=O)NCc2ccc(C)cc2)cc1 (stereo not drawn)	0.701	-0.158	-0.271	-0.794	1.1	i	0.4	i	34.1	0.8%	2.7	2.1	0.6	-0.65	1656	-3.6	1381	.	.
CCNc1nc(CSc2ccccc2)nc2sc(C)c(C)c12	-0.0189	-0.263	-0.231	-0.127	1.2	i	1.4	i	57.4	30.5%	3.4	1.6	2.9	-0.34	1463	-1.2	1086	-60.3	514
Cc1nnc(SCc2cc(=O)[nH]c(/N=C(\N)Nc3ccccc3Sc3ccccc3)n2)s1	1.13	-0.263	0.987	-0.544	1.2	i	0.6	i	22.2	6.5%	2.0	1.3	5.9	0.14	1407	-0.8	1082	-2.3	718
CC(NC(=O)c1ccco1)C(=O)OC(C)C(=O)NCc1ccccc1 (stereo not drawn)	0.951	-0.284	0.701	0.644	1.1	i	0.5	i	31.6	-1.0%	4.8	2.3	4.2	0.09	1351	-2.6	1089	12.1	681
O=C(Nc1cccc(-c2cn3ccccc3n2)c1)c1cccc(Cl)c1	0.114	-0.221	-0.25	1.14	1.1	i	0.2	i	55.1	6.6%	2.3	1.6	8.2	0	1790	1.8	1093	-5.1	602
CCC1=C(OC(=O)N(CC)CC)N2C(=O)OC(=NCCOC)[C@]2(Cc2ccccc2)[C@H]2C1=CC[C@H]1C(=O)N(CC)C(=O)[C@H]12	-0.294	-0.807	-0.194	0.1	.	i	0.6	i	49.4	.	.	.	.	-0.38	902	0.3	1316	7.4	667
COc1ccc(NC(=O)COC(=O)c2ccc(N3CCCC3=O)cc2)cc1OC	-0.933	-0.298	-0.421	0.774	1.1	i	0.3	i	23.4	0.8%	6.4	4.2	1.4	-0.5	955	2.1	1154	.	.
CCCc1c(C)nc2c(OC)cccc2c1SCC(=O)O	-0.366	-0.241	0.158	0.282	1.1	i	0.3	i	56.9	-2.8%	1.6	2.2	5.0	-0.36	1490	-5.0	1090	-0.7	697
NC(=O)CC(NC(=O)Cc1cccc2ccccc12)c1ccc(NCCc2ccc(F)cc2)c([N+](=O)[O-])c1 (stereo not drawn)	-0.0367	-0.718	-0.0661	0.383	.	i	1.2	i	36.0	.	.	.	.	-0.02	951	-0.2	1369	-20.1	728
COC(=O)C1CN(S(=O)(=O)c2ccccc2)CCN1S(=O)(=O)c1ccccc1 (stereo not drawn)	0.583	-0.365	0.371	-0.423	1.1	i	1.1	i	44.6	-0.7%	1.6	1.5	8.1	0.11	993	.	.	.	.
COCCNC(=O)/C(C#N)=C/C=C/c1ccccc1	-1.24	-0.188	-0.387	-0.346	1.1	i	2.1	i	39.9	-15.1%	5.2	2.7	8.1	-0.05	1257	4.8	1109	-1.0	671
O=C(NC(=S)Nc1ccccc1O)c1ccc(Cl)cc1Cl	-0.861	-0.235	-0.82	1.13	1.1	i	0.2	i	44.8	10.1%	2.4	2.9	7.4	.	.	1.7	1317	-2.5	671
CCOC(=O)c1c(CN2CCOCC2)oc2ccc(OC)cc12	-0.433	-0.164	0.0569	0.197	1	i	0.3	i	38.2	12.5%	4.4	1.5	10.2	0.6	1225	-3.0	1227	-0.6	734
COc1ccc(-n2c(N)c(-c3nc4ccccc4n3C)sc2=S)cc1	0.088	-0.184	0.251	-0.705	1.2	i	1.0	i	21.0	3.3%	3.7	3.8	4.4	-0.35	1232	-1.9	1190	-2.1	727
Cc1c(/C=N\NC(=O)c2cccc(F)c2)cnn1C	1.46	-0.188	1.77	-1.01	1	i	0.8	i	43.9	-1.7%	3.6	2.4	7.9	-0.27	1203	1.2	496	-0.4	619
O=c1c2nncn2c2cccnc2n1CCNc1ncc(C(F)(F)F)cc1Cl	-0.116	-0.212	0.488	-0.768	.	i	0.7	i	32.5	.	.	.	.	-1.24	1064	-0.3	1285	6.6	674
CCSc1nnc(NC(=O)c2cccnc2)s1	-0.32	-0.233	0.147	0.508	1.1	i	0.3	i	23.6	3.3%	3.6	1.4	6.9	-0.62	1193	-0.8	1029	-14.3	776
CN1C(=O)N(C)C2(c3ccccc3)Nn3c(s/c(=C/c4ccco4)c3=O)=NC12c1ccccc1 (stereo not drawn)	3.11	-0.135	1.73	-1.78	1	i	1.2	i	56.8	6.8%	1.7	2.4	12.0	0.66	1252	-5.9	1201	-6.8	716
CCCOC(=O)Nc1ccc(S(=O)(=O)Nc2ncccn2)cc1	-0.937	-0.267	0.078	0.147	.	i	0.2	i	43.8	.	.	.	.	-1.37	1091	0.1	1211	13.8	661
CC(=O)N(c1ccc(C)cc1)C1C=CS(=O)(=O)C1 (stereo not drawn)	-0.34	-0.244	-0.0753	0.153	1.1	i	1.8	i	21.4	2.6%	3.9	2.7	2.8	1.53	920	-2.1	1170	.	.
CCOC(=O)C1CCCN(Cc2c(C(=O)N3CCOCC3)nc3ccccn23)C1 (stereo not drawn)	-0.97	-0.261	-0.294	0.819	1	i	2.0	i	38.0	-0.8%	3.8	2.0	2.5	1.37	1518	-1.7	1013	-0.7	735
Cc1cc(=O)n2[nH]c(N3C(=O)CCC3=O)nc2n1	-0.0559	-0.32	-0.66	-0.0423	1.1	i	0.2	i	34.8	0.6%	5.0	2.6	7.5	0.44	1570	-4.7	1015	.	.
COc1ccc(NC(=O)CCCN2C(=O)C3C4C=CC(C4)C3C2=O)c(OC)c1 (stereo not drawn)	-0.0941	-0.214	0.181	-0.527	1	i	1.0	i	23.1	-0.6%	3.8	3.0	4.3	.	.	0.0	582	-6.9	808
CCn1c(=O)n(CC(=O)Nc2cc(OC)c(OC)c(OC)c2)c(=O)c2ccccc21	-0.193	0.0208	-0.261	0.774	1.1	i	9.8	i	38.5	0.3%	0.7	0.7	6.1	0.26	967	.	.	-13.7	725
COc1ccc(CN2CCN(c3ccc(F)cc3)CC2)c(OC)c1OC	-0.518	-0.0358	-0.442	0.89	1.1	i	1.7	i	43.6	-11.6%	2.0	3.5	2.5	0.04	1228	5.7	453	-25.0	715
COc1ccc(NC(=O)CN2CC(C)OC(C)C2)cc1Cl (stereo not drawn)	0.333	-0.352	0.433	1.11	1	i	0.8	i	53.6	2.2%	4.7	1.4	7.6	-0.35	1217	0.8	1028	12.6	659
Brc1ccc2nc(N3CCN(c4ccccc4)CC3)sc2c1	-1.33	-0.295	-0.0308	0.772	1.1	i	0.7	i	47.0	-4.8%	3.4	3.7	6.6	-0.19	1168	0.3	1060	0.5	668
COc1ccccc1C(=O)N/C(=C\c1ccc(Br)cc1)C(=O)NCCCO	0.41	-0.238	0.371	-0.787	1.1	i	0.9	i	11.5	-2.0%	2.4	1.0	0.3	-0.38	1488	1.1	1002	-15.0	727
C=CCOC(=O)C1=C(C)N=C2SCCC(=O)N2C1c1ccc(OC(=O)c2ccco2)cc1 (stereo not drawn)	-0.306	0.00598	0.261	-0.0825	1	i	0.5	i	47.6	18.0%	2.4	2.5	9.1	.	.	.	.	.	.
CC1CCN(CC(=O)Nc2cccc([N+](=O)[O-])c2)CC1	-1.41	-0.17	0.0339	0.514	1.1	i	7.1	i	33.0	-7.2%	2.9	1.7	6.7	-0.15	1519	0.7	1358	.	.
COC(=O)c1cc(C(=O)Nc2ccc(C)cn2)cc([N+](=O)[O-])c1	-0.096	-0.219	0.28	1.11	1	i	3.6	i	29.3	7.6%	1.9	1.6	4.8	-0.14	1916	-1.2	1018	18.6	713

From PubChem BioAssay
